Gal4-VP16 FLuc: Gal4-VP16 reporter inhibition counter-screen. Drosophila S2 Gal4-VP16 UAS-luciferase, luminescence, 20 h. Potency, µM (highest dose often 53.6 µM), for inactives: at the top dose activity, negative = inhibition, actives largely listed as inhibitors. 310,000 compounds, 3.5% hits. AID 2546;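 also: Gal4-VP16 expression switched on by copper sulfate through the metallothionein promoter; potency is read from the fitted curve at half-maximal effect; % is scaled to controls: 0 for no effect and ±100 for the full control effect; nearly all actives have a fitted effect of over 50% in size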
KCNH2 3.1 inh: KCNH2 3.1 (human) potassium channel inhibition | U2OS KCNH2 3.1, thallium flux FluxOr; active compounds read low | activity change, % (tested at about 1.8 µM) | 340,000 compounds, 0.95% hits | AID 720553;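 active = maximum activity change below -70%; inconclusive = maximum activity change from -70% to -50%; inactive = maximum activity change above -50%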;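 also: thallium influx rate constant from kinetic fluorescence after stimulation buffer; % is scaled to controls: 0 for no effect and ±100 for the full control effect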
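Thallium flux read-out: FluxOr dye with Red40 quencher in HBSS/HEPES, 45 min at RT. Rate constants from kinetic reads were normalized to positive and negative DMSO controls. Cells: U2OS virally expressing the 3.1 isoform.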
PKM2 activator: increases activity of human pyruvate kinase M2. purified PKM2, Kinase-Glo ATP luminescence, activation; response scale: 0% is enzyme alone, no compound. Potency, µM (top dose mostly 57.5 µM), without a hit: at the highest dose activation, usual class: activators. 260,000 compounds, 0.34% hits. AID 1631; also: potency is read from the fitted curve at half-maximal effect; % is scaled to controls: 0 for no effect and ±100 for the full control effect; nearly all actives have a fitted effect of over 55% in size
Target sequence (P14618 whole entry, looked up): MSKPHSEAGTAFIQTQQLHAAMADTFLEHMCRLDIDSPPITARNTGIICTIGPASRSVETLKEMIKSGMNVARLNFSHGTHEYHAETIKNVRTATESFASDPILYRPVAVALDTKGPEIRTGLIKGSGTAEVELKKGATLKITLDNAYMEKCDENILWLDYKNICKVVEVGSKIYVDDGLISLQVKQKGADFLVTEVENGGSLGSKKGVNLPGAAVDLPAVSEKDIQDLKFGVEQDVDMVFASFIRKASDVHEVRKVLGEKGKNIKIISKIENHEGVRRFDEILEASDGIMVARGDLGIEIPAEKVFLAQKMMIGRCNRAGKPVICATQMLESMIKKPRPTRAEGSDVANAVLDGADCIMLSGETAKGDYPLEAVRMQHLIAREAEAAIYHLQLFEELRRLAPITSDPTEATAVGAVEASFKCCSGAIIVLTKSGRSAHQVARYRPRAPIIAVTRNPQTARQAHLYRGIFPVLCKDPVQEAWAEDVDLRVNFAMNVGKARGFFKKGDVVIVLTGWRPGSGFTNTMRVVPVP
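Purified hPK-M2 (>95%) run at intermediate activity with 0.1 mM ADP and 0.5 mM PEP in 50 mM imidazole pH 7.2, KCl, MgCl2; 1 h room temperature. ATP formed read by Kinase-Glo luminescence; normalized to uninhibited and no-enzyme controls.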
NPC1 promoter act: activates the NPC1 promoter; Huh7 NPC1 promoter luciferase reporter, 24 h; Potency, µM (series often up to 9.22 µM), for inactives: top-dose activation, actives largely listed as activators; 320,000 compounds, 2.4% hits; AID 485313;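 also: potency is read from the fitted curve at half-maximal effect; % of control where 0% means no effect; nearly all actives have a fitted effect of over 60% in size; reporter is driven by a mutant NPC1 promoter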
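In 1536-well qHTS, Huh7 cells harboring an NPC1 promoter–luciferase construct received compound for 24 h; activation was quantified by luminescence following luciferase reagent addition.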
MBNL1-CUG inh: inhibitors of human MBNL1 binding to CUG repeat RNA; 280,000 compounds, 0.036% hits; Q9NR56; AID 2675; Potency, µM (highest dose often 57.5 µM), for the others: top-dose activity change, negative = inhibition, hits mostly inhibitors; TR-FRET MBNL1-His/biotin-(CUG)12 binding, 665/545 ratio; active = well fitted inhibition curve with a large enough effect in the signal ratio, with a control signal flat, not every such curve was filed as active; inconclusive = small, poorly fitted or top-dose-only effect, or effect the other way, or a change in a side signal; inactive = no such curve, though single readings can be large or run the other way; the % refers to the signal ratio; also: potency is read from the fitted curve at half-maximal effect; % is scaled to controls: 0 for no effect and ±100 for the full control effect
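TR-FRET readout: Ex 340 nm, 665/545 nm emission ratio, normalized to buffer-only (basal) and MBNL1-(CUG)12 controls. Complex of MBNL1-His with Biotin-(CUG)12, compounds 92 nM–58 uM, incubated 60 min at room temperature.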
RORgamma inh: ROR gamma (mouse) transcription inhibition; P51450; Drosophila S2 Gal4-RORgamma UAS-luciferase reporter, 20 h; Potency, µM (doses to about 53.6 µM), without a hit: at the highest dose activity change, negative = inhibition, usual class: inhibitors; 310,000 compounds, 5.4% hits; AID 2551; also: potency is read from the fitted curve at half-maximal effect; % is scaled to controls: 0 for no effect and ±100 for the full control effect; nearly all actives have a fitted effect of over 60% in size
Target sequence (P51450 whole entry, looked up, the tested form may be a part): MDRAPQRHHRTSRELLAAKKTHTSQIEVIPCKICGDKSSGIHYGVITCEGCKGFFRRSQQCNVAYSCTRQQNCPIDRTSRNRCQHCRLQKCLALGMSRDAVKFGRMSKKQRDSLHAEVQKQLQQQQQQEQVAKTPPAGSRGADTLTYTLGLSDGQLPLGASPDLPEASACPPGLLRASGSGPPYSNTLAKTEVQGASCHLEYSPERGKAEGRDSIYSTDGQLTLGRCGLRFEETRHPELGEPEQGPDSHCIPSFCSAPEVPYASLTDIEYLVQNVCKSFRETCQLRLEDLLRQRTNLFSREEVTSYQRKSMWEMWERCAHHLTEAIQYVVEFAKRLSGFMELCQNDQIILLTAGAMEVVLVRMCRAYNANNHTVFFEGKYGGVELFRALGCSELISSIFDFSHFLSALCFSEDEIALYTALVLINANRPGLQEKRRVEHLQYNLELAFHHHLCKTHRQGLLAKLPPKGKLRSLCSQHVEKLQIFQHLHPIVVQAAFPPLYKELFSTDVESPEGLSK
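Drosophila Schneider cells stably carrying a metallothionein-driven Gal4 DBD–ROR gamma fusion and a UAS-Photinus luciferase reporter were exposed to compound for 1 hr, then induced with copper sulfate (700 uM final) for 20 hr at ambient temperature before luminescence reading.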
FLuc modulator: firefly luciferase modulation, counter-screen for miR-21 project. Potency, µM (series often up to 57.5 µM), for the others: at the top dose activity change, negative = inhibition, usual class: inhibitors. 360,000 compounds, 6.9% hits. P08659. purified FLuc, Km substrates, luminescence inhibition. AID 588342;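 also: potency is read from the fitted curve at half-maximal effect; plate controls were vehicle for no effect and reference inhibitor for full effect; nearly all actives have a fitted effect of over 55% in size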
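Purified P. pyralis luciferase (10nM final) with 10uM D-luciferin and 10uM ATP (Km levels) in 50mM Tris acetate pH 7.5, 10mM Mg acetate, 0.01% Tween-20, 0.05% BSA; qHTS 6-point titration, ~60 µM downward; luminescence read.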
Mito fusion yeast: inhibitors of mitochondrial division or activators of mitochondrial fusion; S. cerevisiae fusion-defective mutant growth rescue, CellTiterGlo 48 h; Potency, µM (top dose mostly 46.1 µM), for inactives: at the top dose growth rescue (activation), actives largely listed as activators; 320,000 compounds, 0.23% hits; AID 485298;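 also: potency is read from the fitted curve at half-maximal effect; % of control where 0% means no effect; nearly all actives have a fitted effect of over 45% in size; temperature-sensitive fusion mutants such as fzo1-1 at 37 °C on non-fermentable ethanol glycerol medium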
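Temperature-sensitive fusion-defective S. cerevisiae (e.g. fzo1-1, mgm1-5) were grown with compound in YPEG medium (3% ethanol, 3% glycerol) for 48 hours at 37C. Growth rescue was measured as viability by CellTiterGlo luminescence after 10 minutes at ambient.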
Rab9 promoter act: Rab9 promoter activation. 320,000 compounds, 2.8% hits. Potency, µM (top dose mostly 9.22 µM), for inactives: at the highest dose activation, negative = inhibition, hits mostly activators. Huh7 Rab9 promoter-luciferase reporter, luminescence, 24 h. AID 485297; also: potency is read from the fitted curve at half-maximal effect; % of control where 0% means no effect; nearly all actives have a fitted effect of over 60% in size
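Promoter activation is measured as luciferase luminescence in Huh7 cells stably transfected with a Rab9 promoter–luciferase construct, following 24 h compound exposure at 37 °C and 10 min reagent incubation at ambient temperature.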
ELG1 repair inh: ELG1-dependent DNA repair inhibition; 330,000 compounds, 2.3% hits; HEK293T ELG1-luciferase reporter, luminescence, 16 h; DNA damage induced by 5-fluorouridine; AID 504467; Potency, µM (series often up to 46.1 µM), for inactives: at the top dose activity change, negative = inhibition, most hits filed as inhibitors; also: potency is read from the fitted curve at half-maximal effect; % is scaled to controls: 0 for no effect and ±100 for the full control effect; nearly all actives have a fitted effect of over 55% in size
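In this reporter screen, reduction of luminescence relative to DMSO vehicle indicated activity. Compounds and 5-fluorouridine were added together to 2,000 cells per well, incubated for 16 hr at 37 °C, then developed with ONE-Glo.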
Menin MLL FP TR: displaces Texas Red mutant MLL peptide from human menin. Menin + Texas Red MLL mutant peptide, fluorescence polarization. Potency, µM (doses to about 61.6 µM), for the others: at the highest dose FP activity change, negative = inhibition, most hits filed as inhibitors. 270,000 compounds, 0.23% hits. AID 1768; active = well fitted inhibition curve with a large enough effect in the polarisation, with a control signal flat, not every such curve was filed as active; inconclusive = small, poorly fitted or top-dose-only effect, or effect the other way, or a change in a side signal; inactive = no such curve, though single readings can be large or run the other way; the % refers to the polarisation; also: potency is read from the fitted curve at half-maximal effect; % of control where 0% means no effect; many of its hits are not listed in these tables
An asterisk follows results filed as active; ? = inconclusive; . = not tested or not shown; [ ] = dose if it differs, or a comment. Unless noted, calls follow the shape of the dose curve; as a rule, active = well fitted curve in the direction sought with a large enough effect; inconclusive = small, poorly fitted or top-dose-only effect, or another doubt; inactive = no such curve, though single readings can be large; an effect the other way counts as inactive or inconclusive. The list is partial; rates above refer to the full screens.

SMILES	Gal4-VP16 FLuc	KCNH2 3.1 inh	PKM2 activator	NPC1 promoter act	MBNL1-CUG inh	RORgamma inh	FLuc modulator	Mito fusion yeast	Rab9 promoter act	ELG1 repair inh	Menin MLL FP TR
CC(=O)c1nn(-c2cccc(Br)c2)cc1C(=O)c1ccccc1	?	-20	-1%	-2%	0%	?	2%	-4%	-1%	16%	0%
COc1cccc(/C=N/NC(=O)c2cc3c(OC)c(OC)ccc3[nH]2)c1OC	0%	6	4%	-16%	?	27%	11µM*	1%	-12%	?	?
CCN(Cc1ccc2c(c1)OCO2)C(=O)/C=C/c1cccc(Br)c1	-10%	1	2%	0%	-1%	13%	-14%	28%	2%	-10%	-1%
C=C(C)C(=O)N1CC2(CC(c3cccc(NC(=O)c4ccccc4)c3)=NO2)C[C@@H]1C(N)=O (stereo partly specified)	-5%	10	10%	-2%	9%	13%	?	1%	-1%	-6%	-25%
COC(=O)Nc1ccc(S(=O)(=O)N(CCO)CC(F)(F)C(F)F)cc1	3%	0	1%	3%	3%	0%	2%	2%	-1%	-2%	4%
COc1ccccc1N1CCN(S(=O)(=O)c2cc(C(F)(F)F)cc(C(F)(F)F)c2)CC1	6%	2	-7%	0%	.	0%	1%	-2%	2%	0%	.
CC(=C/c1ccccc1)/C=N/N1CCN(Cc2ccc(C)cc2)CC1	19%	1	0%	-3%	-3%	2%	-12%	-2%	9%	?	.
Cc1cc(O)c(NC(=O)c2ccc(Br)o2)cc1C	7%	8	-3%	20%	-16%	49%	?	8%	17%	?	-5%
CC(C)(SC(=S)N1CCOCC1)C(=O)O	-13%	-2	0%	13%	-8%	-4%	2%	-4%	3%	0%	8%
COC(=O)C1=C(C)N(C)C(=O)/C1=C\c1cccs1	14%	9	0%	-12%	?	?	1%	13%	-9%	-10%	3%
CCOc1ccc(Oc2c(C)oc3cc(O)ccc3c2=O)cc1	-4%	5	-1%	-9%	12%	25%	-8%	?	0%	-2%	-2%
C[C@H](NC(=O)c1nc[nH]c1C(=O)NCC(=O)OC(C)(C)C)C(=O)OCc1ccccc1	-11%	-109*	-6%	-1%	7%	11µM*	0%	0%	-4%	13%	-1%
CN1CCN(CCP(=O)(c2ccccc2)c2ccccc2)CC1	5%	-13	-1%	6%	-2%	9%	-1%	5%	-3%	1%	-9%
CC(=O)c1cc(-c2ccccc2)n(CC(=O)NC2CCCC2)c1C	-1%	-8	7%	0%	3%	6%	0%	0%	4%	15%	1%
O=C(COC(=O)CSc1cc(Cl)ccc1Cl)NCc1ccc2c(c1)OCO2	3%	-2	18%	-3%	-11%	30%	1%	3%	-5%	20%	-17%
COc1cccc(N=C2SC(C(=O)Nc3ccc(F)cc3)CC(=O)N2C)c1 (stereo unspecified)	-2%	-23	0%	0%	1%	14%	5%	6%	-2%	?	?
O=C(NNc1ccc([N+](=O)[O-])cc1)C1CC2CCCC(C1)C2=O (stereo unspecified)	-10%	2	-10%	1%	?	12%	1%	-8%	-3%	3%	7%
Cc1oc(-c2cccc(Cl)c2)nc1CS(=O)(=O)CC(=O)NC1CC1	3%	3	-1%[0.46 µM]	-2%	-2%	-18%	-1%	9%	-3%	13%	-2%
COCCOC(=O)c1c(C)oc2ccc(OC(=O)c3cccs3)cc12	0%	-16	-1%	7%	-18%	26%	?	4%	5%	?	-1%
CCN(C(=O)CN1CCN(C)CC1)c1c(N)n(Cc2ccccc2)c(=O)[nH]c1=O	.	-1	.	-2%	.	.	0%	-4%	0%	?	.
CCNC(=S)NNC(=O)c1ccc(=O)n(Cc2ccccc2)c1	-5%	20	1%	1%	-11%	-39%	-9%	19%	-40%[inhibitor]	0%	-6%
CN(C)C(=O)COC(=O)[C@H](Cc1ccccc1)NC(=O)c1ccco1	8%	0	4%	2%	-1%	1%	5%	2%	1%	-5%	-3%
COc1ccc(CNC(=O)CCCn2c(SCC#N)nc3cc4c(cc3c2=O)OCO4)cc1	-13%	-11	1%	0%	-6%	3%	0%	1%	-1%	23µM*	.
Cn1c(=O)c2c(nc(NCc3ccccc3)n2C)n(C)c1=O	-2%	1	2%	-1%	-6%	1%	7%	0%	-1%	-27%	1%
Cc1ccc(C)c(NC(=O)CN(C)C(=O)c2ccc(-c3ccc(Cl)cc3)o2)c1	.	41	.	4%	.	.	-13%	0%	5%	-12%	.
The list goes on.
SMILES	Gal4-VP16 FLuc	KCNH2 3.1 inh	PKM2 activator	NPC1 promoter act	MBNL1-CUG inh	RORgamma inh	FLuc modulator	Mito fusion yeast	Rab9 promoter act	ELG1 repair inh	Menin MLL FP TR
O=C(Cn1cc(C(=O)c2ccco2)c2ccccc21)NCc1ccco1	23%	4	-5%	-4%	-3%	?	?	1%	17%	13%	-4%
C/C(=N\N=C(N)N)c1cc(Cl)ccc1Cl	-2%	-9	-2%	-13%	-11%	39%	0%	2%	-31%[inhibitor]	?	2%
O=C(CNC(=O)c1ccccc1)NCC(=O)OCC(=O)c1ccc(F)cc1	3%	-29	-1%	-4%	-16%[11.5 µM]	1%	2%	-2%	-2%	-2%	6%
COc1cccc(-c2cc(C(=O)NCC3CCCO3)on2)c1 (stereo unspecified)	-2%	-25	.	?	-6%	4%	?	-4%	?	?	.
COC(=O)c1ccc(C(NC(=O)c2cccnc2)NC(=O)c2cccnc2)cc1	-17%	17	-3%	-2%	0%	31%	-18%	-2%	2%	?	-18%
CCOc1ccc(S(=O)(=O)NCc2ccccc2)cc1C(N)=O	?	6	20%	-3%	-1%	-1%	0%	2%	?	?	-15%
CCOC(=O)N1CCC(n2c(SCC(=O)N3CCC(C)CC3)nc3ccccc3c2=O)CC1	1%	-1	0%	-2%	3%	6%	1%	4%	1%	?	?
Cc1ccc(C(=O)C(O)C(c2ccc(C)cc2)N2CCCCC2)cc1 (stereo unspecified)	-10%[10 µM]	12	1%	-2%	0%	6%	?	-2%	-13%	-20%	-13%
CCc1nnc(NC(=O)CSc2nnc(C(C)NC(=O)c3ccccc3F)n2C)s1 (stereo unspecified)	8%	1	.	3%	-8%	-18%	2%	-8%	-3%	26%	.
CCC(=O)Nc1c(OC(=O)CC)ccc2c(C)cc(=O)oc12	-8%	8	-15%	-2%	41%[activator]	24%	-12%	-5%	-3%	7%	13%
CC1CCN(C(=O)C2CCN(S(=O)(=O)c3cccc4nonc34)CC2)CC1	-4%	2	-2%	-4%	?	19%	0%	0%	-6%	-3%	-11%
O=C(Nc1ccc(S(=O)(=O)N2CCCC2)cc1)c1ccc(Cl)nc1	.	-8	.	1%	.	.	3%	-4%	0%	?	.
CCOC(=O)C1=C(C)NC(=O)C(C#N)C1c1ccco1 (stereo unspecified)	0%	-1	-12%	-2%	-2%	-10%	2%	-3%	-3%	7%	-3%
C/C(=N\NC(=O)Cc1c(C)[nH][nH]c1=O)c1ccc2ccccc2c1	-11%	.	6%	-3%	-4%	-11%	-4%	-1%	0%	?	-3%
O=C(CCNC(=O)c1ccccc1Cl)NCCCSc1ccccc1	.	10	.	1%	.	.	-2%	-7%	-3%	16%	.
CCOc1ccc(NC(=O)C2CC(=O)N3CCCN=C3S2)cc1 (stereo unspecified)	8%	-4	10%	0%	11%	-36%	-3%	6%	-2%	?	0%
CCOC(=O)NC1(C(F)(F)F)NC(=O)N(c2ccc(F)cc2)C1=O (stereo unspecified)	-2%	4	2%	-3%	-9%	8%	1%	-5%	-3%	9%	5%
O=S(=O)(c1ccc(N2CCCC2c2nc3ccccc3s2)nc1)N1CCOCC1 (stereo unspecified)	27%	7	0%	-3%	-11%	38%	0%	10%	4%	18%	5%
CCOC(=O)/C=C/C(=O)Nc1cccc([N+](=O)[O-])c1	?	3	-36%	-14%	.	17%[10 µM]	?	-2%	-2%	6%	?
COc1ccc(C2/C=C\CN(Cc3ccc(N(C)C)cc3)CC(=O)N2Cc2ccc(F)cc2)cc1 (stereo unspecified)	14%	-15	-2%	-1%	-15%	4%	1%	-25%	-6%	3%	.
Cc1ccccc1OCC(=O)N1CCCCCCC1	.	-3	-2%	-2%	-1%	.	0%	3%	0%	10%	-13%
Cc1ccc(-c2nc(=O)[nH]c3ccccc23)cc1	-5%	-2	.	-3%	?	6%	5%	6%	-2%	23%	-12%
CC(C)(C)c1ccc(/C=N/NC(=O)C[n+]2ccccc2)cc1	-1%	3	.	-4%	1%	17%	-2%	8%	6%	0%	-13%

High-throughput results deposited in PubChem by National Center for Advancing Translational Sciences (NCATS).
